Screening data from PubChem BioAssay.
SRC1 TRFRET art: TR-FRET artefact, counter-screen to PPARgamma/SRC-1 agonist assay | TR-FRET ratio at 8 µM | 0.34% of 99,000 active | AID 1051 | TR-FRET detection artefact counter-screen, emission ratio; stronger effect = higher value; in the data active means TR-FRET ratio above about 2300; further: inactives centre near 1800; reference of the scale not given here
SRC3 TRFRET art: flags TR-FRET format artefacts in PPARgamma SRC-3 recruitment agonist screen. TR-FRET artefact counter-screen, PPARgamma/SRC-3 format; stronger effect = higher value. TR-FRET ratio at 8 µM. 0.39% of 99,000 active. AID 1048; in the data active means TR-FRET ratio above about 2000; further: inactives centre near 1600; reference of the scale not given here
Starred values were filed as active, the others as inactive. Not all compounds are listed; count on the stated rates, not on these rows.

Compound	SRC1 TRFRET art	SRC3 TRFRET art
COc1ccc(NC(C)=O)cc1NC(C)C(=O)Nc1cc(C(F)(F)F)ccc1N1CCOCC1 (centres undefined)	1749	1673
CC1(C)CC(NCc2ccncc2)CC(C)(C)N1	1895	1481
Cc1cccc(C)c1OCCOC(=O)c1n[nH]c2ccccc12	1975	1607
O=[N+]([O-])c1cc(S(=O)(=O)N2CCCC2)ccc1NN=C1CCCC1	1914	1605
O=C(NC(=S)N1CCc2ccccc21)C1CCC1	1845	1598
CCOC(=O)C1=C(C)Nc2sc(C(=O)c3ccc(C)cc3)c(N)c2C1c1ccc(C(=O)OC)cc1 (centres undefined)	1962	1598
Cc1cccnc1NC(=O)c1ccccc1-c1ccccc1C(=O)Nc1ncccc1C	1670	1594
O=C(NC(N1CCOCC1)C(Cl)(Cl)Cl)c1ccc(F)cc1 (centres undefined)	1679	1607
c1ccc(-n2cnc3ccccc32)cc1	1716	1505
COc1cccc(C(=O)c2c[nH]c(C(=O)NCCCN3CCOCC3)c2)c1	1919	1543
CCCN(CC(=O)Nc1ccccc1OC)C(=O)c1cc2ccccc2o1	2017	1395
CC(=O)Nc1c(C)nn(-c2ccc([N+](=O)[O-])cc2)c1C	1541	1421
COc1ccc(C2CC(c3ccc([N+](=O)[O-])cc3)=NN2C(=O)c2ccccc2)cc1OC (centres undefined)	2095	1641
CCC(NC(=O)c1ccccc1NC(=O)c1ccccc1)C(=O)OC (centres undefined)	1678	1962
CCOc1ccc(C2CC(c3cccc(C)c3)n3nc(N)nc3N2)cc1 (centres undefined)	1609	1583
CSC(SC)=C(C(C)=O)C(=O)c1ccc(C)cc1	1943	1806
N=c1n(CCc2ccccc2)c2ccccc2n1Cc1ccccc1F	1863	1660
CC(/C=N/Nc1ncc(C)c(=O)[nH]1)=C\c1ccccc1	1861	1543
CN(/C=C/C(=C/C=[N+](C)c1ccccc1)OCCCS(=O)(=O)[O-])c1ccccc1	1717	1816
COc1ccc(NC(=O)CCc2nc3ccccc3s2)c(OC)c1	1768	1333
CC1CCN(c2nnc(-c3cccs3)c3ccccc23)CC1	2014	1620
CCOC(=O)c1ccc(NC(=O)Nc2ccc(Cl)cn2)cc1	1642	1276
COc1ccc(NC(=O)c2cccc(C(=O)Nc3ccc(OC)cc3)n2)cc1	1692	1723
CCN(CC)C(=O)CSc1nnc(COc2ccc(OC)cc2)n1N	1697	1587
O=C(NCc1ccccc1Cl)C(=O)NCC(c1ccco1)N1CCOCC1 (centres undefined)	1899	1564
Cc1[nH]n(-c2ccc([N+](=O)[O-])cc2)c(=O)c1C=NCCN1CCN(C(=O)C(C)C)CC1	1704	1743
Cc1cccc(NS(=O)(=O)c2ccc(C)c(C(N)=O)c2)c1	1784	1772
COc1ccc(NC2=C(NCCO)C(=O)c3ccccc3C2=O)cc1	1929	1701
CCC1(C)Cc2c(sc3c2c2ncnn2c2nnc(SCC(=O)NCc4ccco4)n32)CO1 (centres undefined)	1606	1702
CCOC(=O)C(=Cc1cc(=O)c(OC)co1)C(=O)OCC	1737	1564
O=S(=O)(c1ccc(-c2ccccc2)cc1)N1CCCC1	1582	1393
CSc1nc(N2CCN(c3ccccc3Cl)CC2)c2ccccc2n1	1781	1763
CCN(CC)CCC(C)OC(=O)c1ccc(O)cc1O (centres undefined)	1665	1285
CCCC(=O)Nc1ccc(N2CCN(S(C)(=O)=O)CC2)cc1	1581	1455
COc1cc(/C=C/C(=O)c2ccc(NS(=O)(=O)c3ccc(C)cc3)cc2)cc(OC)c1O	1763	1516
COc1ccc(NC(=O)CSc2nc(-c3ccncc3)nn2CC(=O)N2CCCC2)cc1	1680	1462
CCOC(=O)C(=O)N=Nc1c(O)[nH]c2ccccc12	2146	1779
O=C1COc2ccc(C(=O)COC(=O)c3cccnc3Cl)cc2N1	1734	1368
Cc1ccccc1NC(=O)Cc1nc(CSc2nnc(C3CCCCC3)n2N)cs1	1726	1463
Cn1c(=O)oc2cc(S(=O)(=O)N3CCCC(C(=O)NCC4COc5ccccc5O4)C3)ccc21 (centres undefined)	1876	1557
COc1ccc(S(=O)(=O)N2CCCOC2CNC(=O)C(=O)NCCCn2ccnc2)cc1 (centres undefined)	1698	1419
CC(C)(C)Nc1scc(-c2ccccc2)[n+]1-c1ccccc1	1537	1503
CN(C)CCCNC(=O)c1cc(C(=O)Cc2ccccc2)c[nH]1	1557	1482
N#C/C(=C\c1cn(Cc2ccc(C#N)cc2)c2ccccc12)C(=O)NCc1cccs1	1923	1334
C/C(=C(/NC(=O)c1ccccc1)C(=O)O)c1ccco1	1597	1518
O=C(C1CCN(CC2CC=CCC2)CC1)N(CCc1ccccc1)Cc1ccccc1 (centres undefined)	1699	1488
O=C(CCN1C(=O)c2ccccc2C1=O)N1CCN(Cc2ccc(Cl)cc2Cl)CC1	1539	1592
COc1cccc(C2(O)CC(C(F)(F)F)=NN2C(=O)c2ccccn2)c1 (centres undefined)	1851	1814
CNC(=S)NNC(=O)Cc1ccc(O)cc1	1867	1500
COc1ccc(Nc2nc(C(=O)N(CCO)Cc3ccccc3)cs2)cc1	1848	1449
CN(CC(=O)Nc1ccc(S(=O)(=O)N2CCCC2)cc1)Cc1ccc(Cl)cc1Cl	1586	1417
O=C(COC(=O)c1sc2cc(Cl)ccc2c1Cl)Nc1ncc(Cl)cc1Cl	1887	1626
Cc1cc(C)c(CN2CCC(CO)(CCOc3ccccc3)CC2)cc1C	1701	1340
COc1ccc(S(=O)(=O)Nc2cccc(-c3ccc4nncn4n3)c2)cc1F	1788	1736
Cc1c(NC(=S)N2CCN(c3cccc(Cl)c3)CC2)c(=O)n(-c2ccccc2)n1C	1927	1628
CCCCc1ccc(NC(=S)NCc2ccccc2OC)cc1	1658	1523
C=CCc1ccccc1OCC(O)CN1CCN(Cc2ccc3c(c2)OCO3)CC1 (centres undefined)	1997	1589
O=C(CN1CCOCC1)N/N=C/c1ccccc1	1568	1604
CCOc1ccc(S(=O)(=O)N(C)c2ccc(OCC(=O)Nc3nc(-c4cc(OC)ccc4OC)cs3)cc2)cc1	2860*	2621*
CCOC(=O)CSc1n[nH]c(NC(=O)NC(C)C)n1	2030	1661

(further entries)
Compound	SRC1 TRFRET art	SRC3 TRFRET art
CCOc1ccc(N=Nc2c(N)[nH][nH]c2=O)cc1	2065	1700
CN(Cc1cnn(C)c1)C(=O)c1cc(COc2c(F)cccc2F)on1	1789	1560
CNC(=O)COC(=O)c1cc(-c2ccc(OC)cc2)nc2ccccc12	1706	1342
COc1ccc(-c2ccc(C#N)c(OC)n2)cc1	1995	1595
CC(C)Oc1ccc(C(=O)NCC(=O)OCC(=O)N(C)Cc2cccs2)cc1	1824	1577
COc1cc(C#N)c(N=C(SCC#N)N2CCOCC2)cc1OC	1642	1815
COc1ccc(N2CCN(C(=O)c3ccc4ccccc4n3)CC2)cc1	1795	1470
Nc1ccccc1SCC(=O)Nc1nc(-c2ccccc2)cs1	1805	1660
COc1ccc(-n2c(C)cc(/C=C(\C#N)C(=O)NCc3ccco3)c2C)cc1	1786	1611
COc1cccc(NC(=S)N2CCCN(Cc3ccc(F)cc3)C2)c1	1720	1756
CCOC(=O)c1c(C)nc(C)c2c(=O)oc3ccccc3c12	1684	1333
CN1/C(=C\C=C2/C(=O)Oc3ccccc3C2=O)C(C)(C)c2ccccc21	1931	1391
COc1cc(OC)c(S(=O)(=O)NCc2cccnc2)cc1NC(C)=O	1749	1652
CCNC(=S)NNC(=O)c1cc(-c2ccc(OC)cc2)nc2ccccc12	1586	1543
CCOC(=O)c1cc2c(ccn2C)n1CC(=O)Nc1ccc(F)cc1	1748	1698
Cc1cc(C)n(CC(=O)NN)n1	1795	1536
COCCNC(=O)C1CC(=O)N(c2ccc(OC)cc2)C1c1ccc(OC)cc1 (centres undefined)	1908	1507
CCCCNCc1cc(OCC)c(OCC)cc1Br	1686	1528
Cc1ccccc1-n1c(=O)cc(N2CCCCCC2)[nH]c1=O	1752	1563
COc1ccc(Cl)cc1NC(=S)NCCCN1CCCC1=O	1717	1489
CN1/C(=C\C(=S)Nc2ccccc2)C(C)(C)c2ccccc21	1780	1715
Cc1ccccc1NC(=O)OCc1cccnc1Oc1ccc(Cl)cc1	1672	1466
Cc1ccccc1OCC(=O)N/N=C/c1ccccn1	1662	1483
C[C@@H]1CCC[C@@]2(O[C@H](CCO)C[C@@H](O)[C@@H]2O)O1	1809	1531
CCN(CC)c1ccc(/C=N/NC(=O)c2ccc([N+](=O)[O-])cc2)cc1	1878	1463
CCOC(=O)NNC1CC(=O)N(c2ccccc2)C1=O (centres undefined)	2041	1629
CCn1cc(CN(C)S(=O)(=O)c2ccc3ccccc3c2)c(C)n1	1759	1644
COc1ccc(CCN2C(=O)C3C(C2=O)C2C=CC3C23CC3)cc1OC (centres undefined)	1502	1420
O=C(O)c1ccc(Cl)c(NC(=S)NC(=O)c2ccccc2[N+](=O)[O-])c1	1743	1563
O=C(c1ccco1)N1CCCC(c2nc(-c3ccc(S(=O)(=O)NCc4ccccc4)cc3)no2)C1 (centres undefined)	1776	1296
O=C(CCN1C(=O)c2ccccc2C1=O)N1CCN(c2ccccn2)CC1	1726	1678
Cc1ccc(-c2nnc(SCC(=O)N/N=C/c3ccc(C)s3)n2-c2ccccc2)cc1	1855	1467
CC(Oc1ccc(C(=O)c2ccccc2)cc1)C(=O)Nc1ccc(S(N)(=O)=O)cc1 (centres undefined)	1755	1696
S=C(NCC1CCCO1)Nc1ccccc1 (centres undefined)	1716	1435
CN1CCN(C(=O)CCN2C(=O)c3ccccc3C2=O)CC1	1731	1734
Cc1cccnc1NS(=O)(=O)c1cccc([N+](=O)[O-])c1	1825	1667
CCOc1ccc(-c2ccc(SC)nn2)cc1	1707	1570
CC(C)CCSc1cc(NCCO)c([N+](=O)[O-])c2nonc12	1612	1228
CCCNc1ncccc1C(N)=O	1683	1582
CC(=O)/C(=C/c1ccc(N(C)C)cc1)C(=O)c1ccccc1	1769	1567
Cc1ccc([N+](=O)[O-])cc1NC(=O)c1ccoc1C	1701	1526
COCc1cc(C)nc(SCC(=O)NCc2ccco2)c1C#N	1954	1647
O=C(Cn1c(=O)n(CCc2c[nH]c3ccccc23)c(=O)c2cccnc21)Nc1ccccc1F	1799	1549
Cc1nnc(SCc2ccccc2)n(N)c1=O	1551	1544
CCOc1ccccc1NC(=O)C1CCN(C(=O)Cc2ccccc2)CC1	1824	1522
COc1cc(NC(=O)CSc2nc3ccccc3cc2C)c(C(=O)O)cc1OC	2130	1667
C=CCc1cccc2cc(C(=O)NC3CCCC3)c(=O)oc12	1901	1744
CN(C(=S)Nc1ccccc1)c1ccccc1	1611	1576
CCNC(=S)N1CCN=C1Nc1nc(C)cc(C)n1	1812	1512
CCC1C=C(c2ccccc2)C=CN=C1N(CC)CC (centres undefined)	1895	1554
Cn1c(=O)c2c(nc(N/N=C3\CCCc4ccccc43)n2Cc2ccc(F)cc2)n(C)c1=O	1748	1728
COc1cc(/C=N/NC(=S)Nc2cccc(C(=O)O)c2)ccc1O	1866	1831
O=C(O)CN1C(=O)Nc2ccc(Br)cc2C1c1ccccc1 (centres undefined)	1891	1497
CCNC(=S)N1CCN(S(=O)(=O)c2ccc(C)c(C)c2)CC1	1912	1783
CC(/C=N/NC(=O)CSc1ccccn1)=C\c1ccc(C(C)C)cc1	1592	1412
COc1c(C)cc(C(=O)C2CCCN(C(=O)c3ccc4cc[nH]c4c3)C2)cc1C (centres undefined)	1899	1607
O=C1c2ccccc2CN1CCSC(=S)N1CCOCC1	1923	1436
COC(=O)c1ccccc1NC(=O)CCCn1nc([N+](=O)[O-])c(Br)c1C	1834	1606
COc1ccc(-c2nc3ccccc3s2)cc1NC(C)=O	1994	1574

Part of the list above, as labelled records.
CCNC(=S)N1CCN=C1Nc1nc(C)cc(C)n1
- SRC1 TRFRET art: 1812
- SRC3 TRFRET art: 1512

CCC1C=C(c2ccccc2)C=CN=C1N(CC)CC (centres undefined)
- SRC1 TRFRET art: 1895
- SRC3 TRFRET art: 1554

Cn1c(=O)c2c(nc(N/N=C3\CCCc4ccccc43)n2Cc2ccc(F)cc2)n(C)c1=O
- SRC1 TRFRET art: 1748
- SRC3 TRFRET art: 1728

COc1cc(/C=N/NC(=S)Nc2cccc(C(=O)O)c2)ccc1O
- SRC1 TRFRET art: 1866
- SRC3 TRFRET art: 1831
